Bioassay records deposited in PubChem BioAssay by several laboratories.
HEK293 NOD2/NF-kB: NOD2 signaling inhibitors, cell-based, luminescence, uHTS, HEK293 (AID 1566) | HEK293 NOD2/NF-kB luciferase reporter, luminescence; higher % means a stronger effect | one-dose inhibition, % at 4 µM; EC50 in µM for titrated hits | 290,000 compounds, 0.63% hits; further: many of its hits are not listed in these tables
TNAP activation fold: human TNAP enzyme activators, primary screen, biochemical, luminescent, no phosphate acceptor, uHTS (AID 1001) | Alkaline phosphatase, tissue-nonspecific isozyme (Homo sapiens) | purified TNAP, luminescent activation assay, no phosphate acceptor; higher activation fold means a stronger effect | activation fold at 20 µM, or EC50 in µM where a hit was titrated | 200,000 compounds, 0.03% hits; in the data active means activation fold from about 3, or a potency from the dose series; inactive means the rest, 99 in 100 with activation fold below about 1.6; further: many of its hits are not listed in these tables
CSM14.1 death rescue: rescue of cells from ER stress-induced death, primary screen, 384-well, CSM14.1, thapsigargin, ATP luminescence (AID 1222); CSM14.1 thapsigargin-induced death rescue, ATP luminescence; higher % means a stronger effect; cellular ATP content (survival), % at 20 µM; hits with a dose series show EC50 in µM; 190,000 tested, under 10 active;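 active means EC50 below 50 µM in the dose-response confirmation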;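 further: death triggered by thapsigargin at about 15 µM added after 2 h compound pretreatment; cell ATP read after overnight thapsigargin exposure of roughly 18 to 22 hours; normalized against plate controls of thapsigargin alone and 5% DMSO vehicle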
GPR55 beta-arrestin: GPR55 agonists via beta-arrestin recruitment, primary screen, imaging, U2OS cells, beta-arrestin-GFP redistribution (AID 1961); G-protein coupled receptor 55 (Homo sapiens); U2OS GPR55 beta-arrestin-GFP redistribution imaging; higher % means a stronger effect; activation, % at 10 µM; hits with a dose series show EC50 in µM; 290,000 compounds, 0.048% hits;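 active means activation above 40% with more than 50 cells counted in the well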;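 further: U2OS osteosarcoma cells stably expressing GPR55 and beta-arrestin-GFP; plate controls were DMSO negative control for no effect and LPI positive control for full effect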
KOR beta-arrestin-1: KOR agonists, beta-arrestin recruitment, primary screen, cell-based, luminescence, uHTS (AID 1777); Kappa-type opioid receptor (Homo sapiens); KOR beta-arrestin recruitment, luminescence; higher % means a stronger effect; activation, % at 10 µM, or EC50 in µM where a hit was titrated; 280,000 compounds, 0.02% hits; in the data active means activation above about 50%, passing the limit was not always enough; further: a part of the inactive calls stands beside numbers as strong as those of hits
KOR beta-arrestin-2: KOR antagonists, beta-arrestin recruitment, cell-based, luminescence, uHTS (AID 1778); KOR beta-arrestin recruitment, luminescence, antagonist mode; higher % means a stronger effect; inhibition, % at 10 µM; hits with a dose series show IC50 in µM; 290,000 compounds, 0.091% hits; further: strong numbers were not always called active
NTR1 agonist: agonists of NTR1, primary screen, imaging, U2OS cells, beta-arrestin-GFP, high content (AID 493036). NTR1-U2OS beta-arrestin-GFP spot imaging, agonist mode. activation, % at 20 µM. 330,000 compounds, 0.17% hits;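 active means activation at or above 40% of the spot to cytoplasm intensity ratio, with at least 20 cells analyzed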;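 further: 0% = DMSO without peptide and 100% = 100 nM NTR1 peptide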
Target sequence (P30989 whole entry, looked up): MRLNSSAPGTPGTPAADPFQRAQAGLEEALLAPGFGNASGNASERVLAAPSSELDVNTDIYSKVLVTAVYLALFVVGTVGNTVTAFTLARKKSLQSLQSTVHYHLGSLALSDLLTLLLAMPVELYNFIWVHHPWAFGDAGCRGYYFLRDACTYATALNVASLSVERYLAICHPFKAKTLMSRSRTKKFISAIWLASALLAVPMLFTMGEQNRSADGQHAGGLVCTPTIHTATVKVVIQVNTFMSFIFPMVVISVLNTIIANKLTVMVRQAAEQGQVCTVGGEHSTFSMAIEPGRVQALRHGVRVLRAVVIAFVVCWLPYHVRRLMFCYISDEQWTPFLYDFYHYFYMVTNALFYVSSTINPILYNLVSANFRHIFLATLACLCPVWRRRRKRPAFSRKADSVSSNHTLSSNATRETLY
NOD1 NF-kB reporter: NOD1 signaling inhibitors, primary screen, cell-based, luminescence, uHTS (AID 1578); NOD1-driven NF-kB luciferase reporter cells, luminescence; higher % means a stronger effect; inhibition, % at 4 µM, or EC50 in µM where a hit was titrated; 290,000 compounds, 1% hits; in the data active means inhibition mostly above about 36%, no sharp cut-off; inactive means mostly below about 34%;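 further: HEK-293T reporter cells stimulated with the NOD1 agonist gamma-tri-DAP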
Yfh1-depleted yeast: enhancers of respiration in Yfh1-depleted yeast, dose response, Friedreich's ataxia, plus single-dose screen (AID 1465); S. cerevisiae Yfh1-off respiration, WST-1 reduction, 72 h; higher fold induction means a stronger effect; fold induction at 50 µM, or EC50 in µM where a hit was titrated; 220,000 compounds, 0.074% hits;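 active means fold induction of absorbance versus untreated yeast above a set limit, then at least 30% activation at any dose in follow-up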;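 further: activators that raise dye reduction in frataxin-depleted yeast; strong numbers were not always called active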
NTR1 agonist cell count 20 µM: recorded beside NTR1 agonist, whose call it bears; cell count; measured here: cell count, cytotoxicity flag
* = called active by the depositor; i = inactive; nt = not tested or not shown; [ ] = remark or other dose. Unless noted, no stated cut-off is given here; in the data, active means inhibition above about 50%; inactive means the rest. The list is partial; count on the stated rates, not on these rows.

SMILES	HEK293 NOD2/NF-kB	TNAP activation fold	CSM14.1 death rescue	GPR55 beta-arrestin	KOR beta-arrestin-1	KOR beta-arrestin-2	NTR1 agonist	NTR1 agonist cell count 20 µM	NOD1 NF-kB reporter	Yfh1-depleted yeast
CCOc1ccc(-n2c(C)c(C(=O)OC)c3cc(O)ccc32)cc1	34.2%	nt	nt	-0.1%	-0.2%	5.8%	4.5	62	20.4%	nt
Clc1ccc(-c2c[nH]c3ccccc23)nn1	-19.1%	1.1	0.3%	0.4%	-4.3%	18.5%	-0.2	48	-48.7%	i
COCCCNS(=O)(=O)c1cccc(S(=O)(=O)c2cccc(S(=O)(=O)NCCCOC)c2)c1	24.7%	nt	nt	-0.3%	0.1%	3.7%	-0.6	86	-19.4%	nt
C#CCOCCOCCOCCNc1nc(N2CCN(C(=O)Cn3cc(CCCCN)nn3)CC2)nc(N2CCN(C(=O)Cn3cc(CCCCN)nn3)CC2)n1	11.6%	1.2	-0.9%	0.2%	-1.6%	3.1%	-2.5	59	-19.2%	i
CC(C)C(C)NC(=O)CSc1nnc(-c2c[nH]c3ccccc23)o1 (stereo not drawn)	8.0%	1.2	-2.6%	-0.1%	-1.9%	-26.5%	-0.5	58	-20.2%	i
COc1ccc(C(=O)Cn2cnc3ccc(Cl)cc3c2=O)cc1F	17.8%	nt	nt	0.3%	-0.7%	15.9%	-0.9	52	-1.3%	nt
Cc1ccc(-c2nn(-c3ccccc3)cc2/C=C/C(=O)Nc2cccc(S(N)(=O)=O)c2)cc1	-36.8%	1	1.9%	-0.1%	1.8%	-13.5%[20 µM]	13.5	55	-29.1%	i
COc1ccc(OC)c(NC(=O)C2CCCN(S(=O)(=O)c3cccc4nonc34)C2)c1 (stereo not drawn)	-3.8%	1.2	-0.8%	-0.1%	-0.6%	-7.7%	1.3	54	-13.7%	i
Cc1ccc(NC(=O)CN2C(=O)S/C(=C\c3ccc(OCC(=O)O)c(Br)c3)C2=O)cc1	16.1%	nt	nt	0.2%	-0.7%	6.3%[20 µM]	0.9	71	-34.0%	nt
CCOc1ccc(CN2CCNC(=O)C2CC(=O)OC)cc1 (stereo not drawn)	1.0%	1.1	0.1%	-0.1%	1.3%	-29.4%	-2.5	56	-4.8%	i
O=C(CCNC(=O)c1ccccc1)N/N=C/c1ccc([N+](=O)[O-])cc1	14.8%	1.1	-0.8%	0.1%	-4.7%	13.5%	0.8	83	-44.0%	i
Cc1ccc(/C=C(\C#N)C(=O)NCCN2CCOCC2)cc1	-22.4%	1	-1.2%	0.7%	4.1%	-22.8%	-1.1	26	-20.0%	i
Cc1cc(/C=C2/NC(=S)NC2=O)c(C)n1-c1cccnc1	-29.1%	1	-1.6%	-0.2%	-4.3%	-1.4%	-2.3	80	-46.1%	i
CCOc1cc(N2CCOCC2)c(OCC)cc1NC(=S)NCCCOC	-1.7%	0.9	-1.7%	2.2%	2.9%	-27.0%	1.6	47	1.3%	i
CCOC(=O)c1cnc2nc(C)nn2c1N	4.5%	1.1	nt	0.9%	-0.5%	-7.2%	-1.0	57	-22.1%	i
CCCC[C@H]1COCCS(=O)(=O)N1Cc1cccc(Cl)c1	-6.9%	nt	nt	-0.3%	2.0%	-3.2%[20 µM]	-2.3	85	11.5%	nt
O=C1C=C(Nc2ccc(Cl)cc2)CC(c2ccco2)C1 (stereo not drawn)	-0.7%	1.1	-2.6%	-0.1%	-5.5%	17.4%	0.0	34	-18.6%	i
c1coc(-c2ccnc3nc(-n4cccc4)nn23)c1	3.7%	1.1	-0.6%	-0.3%	-0.1%	-4.1%	3.8	44	-37.5%	i
O=C(c1ccco1)N1N=C(c2ccc(Cl)cc2)CC1c1ccco1 (stereo not drawn)	18.4%	nt	nt	-0.1%	9.0%	8.5%	3.1	53	19.2%	nt
CCn1ccnc1CNC(=O)C1CCC(=O)N(Cc2ccccc2F)C1 (stereo not drawn)	3.2%	nt	nt	-0.1%	3.9%	-26.2%	-0.5	48	-19.1%	nt
O=C(CN1CCN(Cc2ccc3c(c2)OCO3)CC1)Nc1cc(S(=O)(=O)N2CCCC2)ccc1Cl	19.9%	1	0.3%	-0.4%	1.3%	9.5%	-1.1	52	-7.5%	i
COc1ccc(CC2CCOC2=O)cc1 (stereo not drawn)	-0.7%	1	1.7%	-0.2%	-0.6%	-3.7%	-1.8	79	-2.6%	i
Cc1ccc(NC(=S)NCCN(C2CCCCC2)C2CCCC2)cc1	-2.4%	1.2	0.6%	-0.3%	-1.8%	13.0%	0.5	60	-15.5%	i
CCC(C)NC(=O)C1CCCN1S(=O)(=O)c1ccc(Cl)cc1 (stereo not drawn)	1.8%	1.1	-0.6%	-0.4%	2.6%	-30.0%	0.6	64	-9.8%	i
CC(CC(=O)N1CCc2ccccc21)n1cccn1 (stereo not drawn)	-15.5%	nt	nt	0.2%	-0.6%	-17.2%	-0.3	48	4.6%	nt

As entered above.
CC(C)C(C)NC(=O)CSc1nnc(-c2c[nH]c3ccccc23)o1 (stereo not drawn) in KOR beta-arrestin-2 has -26.5%
COc1ccc(C(=O)Cn2cnc3ccc(Cl)cc3c2=O)cc1F in KOR beta-arrestin-1 has -0.7%
CCOc1ccc(CN2CCNC(=O)C2CC(=O)OC)cc1 (stereo not drawn) in HEK293 NOD2/NF-kB has 1.0%

(listing goes on)
SMILES	HEK293 NOD2/NF-kB	TNAP activation fold	CSM14.1 death rescue	GPR55 beta-arrestin	KOR beta-arrestin-1	KOR beta-arrestin-2	NTR1 agonist	NTR1 agonist cell count 20 µM	NOD1 NF-kB reporter	Yfh1-depleted yeast
Cn1cccc1CC(=O)NNC(=S)Nc1ccccc1Cl	1.4%	2.5	-3.2%	-0.2%	-2.0%	7.6%	-1.3	81	-20.0%	i
Cc1ccc(S(=O)(=O)C2(C(=O)N3CCCCCC3)CC2)cc1	7.3%	1.1	4.2%	-0.1%	10.9%	-104.6%	-1.1	50	11.0%	i
Oc1ccc2ccccc2c1C=NCc1ccccc1	23.6%	nt	nt	0.3%	11.5%	-6.5%	3.4	57	5.6%	i
Cc1cccc(N2CCN(C(=O)C3COc4ccccc4O3)CC2)c1C (stereo not drawn)	-6.6%	1	0.5%	-0.2%	-2.3%	-15.4%	0.9	95	-54.2%	i
O=C(O)c1ccc(-c2ccco2)n1Cc1ccccc1	-2.5%	1.1	-0.4%	-0.1%	5.7%	-49.2%	-1.5	22	-15.1%	i
CN(CCc1ccccn1)C(=O)c1ccc(OC2CCN(Cc3ccccn3)CC2)cc1	-1.6%	nt	nt	-0.1%	8.1%	-12.1%	-0.4	45	-19.9%	nt
Cc1ccccc1Oc1nc2c(c(=O)n(C)c(=O)n2C)n1C	17.2%	nt	nt	-0.2%	-19.4%	32.1%	-0.9	57	-0.6%	nt
CCOc1ccc(C(=O)NCC2OCCc3ccccc32)cc1 (stereo not drawn)	5.2%	1.1	-1.6%	0.3%	-4.4%	3.7%	0.3	36	-22.6%	i
Cc1cccc(N2C(=O)CC(N(O)c3ccccc3)C2=O)c1 (stereo not drawn)	-4.2%	1.8	0.9%	-0.1%	6.8%	-17.7%	-0.8	99	-29.4%	i
CC(C)C(=O)Nc1ccc2c(c1)Cc1cc(NC(=O)C(C)C)ccc1-2	0.7%	nt	nt	-0.1%	-8.3%	0.6%[20 µM]	1.3	70	15.0%	nt
N#CCc1ccc(NC(=O)Nc2cccc3ccccc23)cc1	-14.6%	nt	nt	-0.1%	-0.3%	12.2%	1.7	87	-12.1%	nt
CC(C)(C)C(=O)N(Cc1nc2ccccc2c(=O)[nH]1)Cc1cccs1	-0.7%	1.1	-0.8%	0.0%	-1.3%	-3.0%	0.0	46	-20.2%	i
CCCCOc1ccc(N=Cc2ccc[nH]2)cc1	-13.5%	nt	nt	-0.1%	-2.5%	-19.2%[20 µM]	1.2	41	-35.0%	nt
CCOC(=O)N1CCN(Cc2c(F)cccc2F)CC1	18.0%	1.1	-0.4%	0.2%	-2.5%	-0.1%	2.5	42	9.5%	i
CCOC(=O)CSc1nnc(CSc2nc3ccccc3s2)n1C	5.5%	1.1	-0.9%	-0.2%	-3.0%	nt	-0.5	51	22.0%	i
Cc1ccc(-n2nnc3c(=O)n(Cc4ccccc4C)cnc32)cc1	16.3%	0.9	-1.8%	-0.3%	15.4%	16.3%	2.2	42	2.1%	i
COc1ccc(S(=O)(=O)NCc2cc(=O)n(C)c(=O)n2C)cc1C	-9.4%	nt	nt	-0.2%	-4.0%	-2.8%	-0.8	80	-37.5%	nt
CC(=O)NCC12CC3CC(C1)CC(C(=O)O)(C3)C2	0.1%	1.2	0.8%	-0.1%	1.9%	-27.5%	1.7	82	-5.5%	i
CC(=O)c1ccc(NC(=O)C2(c3ccccc3)CC2(Cl)Cl)cc1 (stereo not drawn)	-35.8%	nt	nt	-0.2%	-0.4%	-8.3%	2.6	36	-7.3%	i
COC(=O)CCN(C(=O)c1ccc(N2CCCC2)c([N+](=O)[O-])c1)c1ccccn1	-3.0%	0.9	2.4%	0.7%	-2.4%	10.3%	0.4	37	-25.8%	i
O=S(=O)(c1ccc(C2=CSC3=NCCN23)cc1)N1CCOCC1	22.1%	1.1	-2.1%	-0.1%	3.2%	-22.8%	-0.7	50	-1.3%	i
Cc1ccc(C(=O)NCCc2cccc(Cl)c2)cc1[N+](=O)[O-]	-0.6%	1.1	6.3%	0.2%	3.6%	-0.2%	2.1	27	-5.6%	i
CN1CCN(C(=O)CCN2C(=O)/C(=C/c3ccccc3Cl)SC2=S)CC1	6.8%	0.9	-4.2%	-0.1%	nt	-30.4%[20 µM]	1.9	88	-23.3%	i
CCCCCCn1c(CN2CCN(C(=O)c3ccco3)CC2)nc2c1c(=O)n(C)c(=O)n2C	12.2%	1	-0.4%	0.0%	8.5%	-1.7%	-0.5	68	16.6%	i
O=C1c2cccnc2C(=O)N1Cc1ccc(S(=O)(=O)N2CCOc3ccc(Cl)cc32)cc1	10.8%	nt	nt	0.3%	7.9%	-28.8%	1.4	66	-19.0%	nt
Cc1cccc(CN2CCC(C(=O)Nc3ccc(-n4nc(C)cc4C)cc3)CC2)n1	7.9%	nt	nt	0.9%	-2.8%	11.8%	-1.1	55	-25.7%	nt
CO/N=C/c1ccc(N2CCN(C(=O)c3ccc(C)cc3)CC2)c([N+](=O)[O-])c1	3.0%	1	-6.0%	-0.1%	4.6%	-23.9%	2.7	91	7.3%	i
Nc1nc(NCC(=O)O)nc(N2CCCCCC2)c1[N+](=O)[O-]	5.4%	nt	nt	-0.1%	-2.1%	-35.6%	1.5	90	-8.3%	nt
